# Smad3 inh: Smad3 (human) transcription factor binding inhibition | P84022 | TR-FRET Smad3/Dy647-FoxH1 peptide binding, europium anti-His | inhibition, % at 25 µM | actives 0.29% (n = 88,000);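 active = compounds that reduce the energy-transfer binding signal between the protein and its labelled peptide by more than half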;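 also: 0% = Smad3 plus labelled peptide maximal FRET and 100% = peptide-only background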
# Target sequence (P84022 whole entry, looked up): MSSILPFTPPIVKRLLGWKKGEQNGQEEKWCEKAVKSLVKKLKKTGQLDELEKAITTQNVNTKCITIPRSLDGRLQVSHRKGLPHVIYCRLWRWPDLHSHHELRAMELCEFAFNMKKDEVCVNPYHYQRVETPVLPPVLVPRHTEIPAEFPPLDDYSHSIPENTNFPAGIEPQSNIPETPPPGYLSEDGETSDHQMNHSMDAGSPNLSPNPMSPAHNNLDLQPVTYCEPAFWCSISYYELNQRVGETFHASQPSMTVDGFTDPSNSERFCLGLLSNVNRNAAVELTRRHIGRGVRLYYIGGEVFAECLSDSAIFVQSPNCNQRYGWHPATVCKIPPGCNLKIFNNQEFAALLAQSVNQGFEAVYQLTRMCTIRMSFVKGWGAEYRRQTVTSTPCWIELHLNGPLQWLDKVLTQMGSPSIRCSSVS
# sEH inhibitor: soluble epoxide hydrolase (human) inhibition; recombinant human sEH enzymatic activity assay; inhibition, % at 2 µM; actives 0.34% (n = 91,000); in the data active = inhibition above about 80%; also: values of inactives mirror those of a sister screen read the other way; many of its hits are not listed in these tables
# ERb coact inh: blocks coactivator binding to human estrogen receptor beta | Q92731 | TR-FRET ER-beta LBD / SRC1-Cy5 peptide binding; receptor agonist-loaded with 1 µM estradiol | inhibition, % at 25.6 µM | actives 1.3% (n = 86,000);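 active = compounds whose percent inhibition of the receptor-coactivator binding signal exceeds about 50% in the single-dose screen, limit read from the data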;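 also: 0% = receptor plus peptide wells without compound and 100% = peptide-only wells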
# Target sequence (Q92731 whole entry, looked up, the tested form may be a part): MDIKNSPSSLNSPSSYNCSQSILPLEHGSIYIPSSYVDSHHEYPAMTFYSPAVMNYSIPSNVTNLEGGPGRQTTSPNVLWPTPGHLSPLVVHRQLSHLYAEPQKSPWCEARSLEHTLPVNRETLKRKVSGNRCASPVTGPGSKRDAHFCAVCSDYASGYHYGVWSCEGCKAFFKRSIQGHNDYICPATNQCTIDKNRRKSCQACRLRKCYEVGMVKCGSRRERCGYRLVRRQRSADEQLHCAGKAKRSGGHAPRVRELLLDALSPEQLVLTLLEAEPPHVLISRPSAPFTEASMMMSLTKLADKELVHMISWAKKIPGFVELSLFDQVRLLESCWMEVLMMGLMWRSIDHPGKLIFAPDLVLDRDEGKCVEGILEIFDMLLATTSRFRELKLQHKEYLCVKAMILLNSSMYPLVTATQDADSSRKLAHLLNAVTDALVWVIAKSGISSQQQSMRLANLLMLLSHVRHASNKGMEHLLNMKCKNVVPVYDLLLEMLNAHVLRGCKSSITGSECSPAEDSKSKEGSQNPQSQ
# sEH activator: increases human soluble epoxide hydrolase activity. P34913. activation, % at 2 µM. AID 717. purified human sEH enzymatic activity, activator screen. actives 0.04% (n = 91,000); in the data active = activation above about 37%; also: values of inactives mirror those of a sister screen read the other way
# cytoskel mod: modifiers of cytoskeleton assembly; HUVEC TNFa F-actin phalloidin imaging, high content; inhibition, % at 2 µM; actives 0.18% (n = 91,000);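 active = inhibition above the batch mean plus 3 SD and confirmed as a hit by visual image inspection, cut at about 30% in these data, passing the limit was not always enough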; also: strong numbers were not always called active
# VCAM1 TNFa inh: reduces TNF alpha induced VCAM1 expression in HUVEC; HUVEC TNFa-induced VCAM-1 immunofluorescence, high-content imaging; actives 0.48% (n = 95,000); inhibition, % at 2 µM;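 active = inhibition above the batch mean plus 3 SD, with images confirmed as a hit by eye, cut at about 37% in these data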;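 also: 0% = TNF-stimulated DMSO wells and 100% = unstimulated control wells; not every result past the cut was called active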
# IL1B cytotox: toxic to HUVEC cells under IL-1B stimulation | HUVEC cell count loss, Hoechst imaging, IL-1B stimulated | cell count reduction, % at 2 µM | actives 0.41% (n = 94,000);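 active = cell count reduction more than 3 SD above the screen-wide mean, cut at about 70% in these data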;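 also: normalized per plate to untreated control cells as the no-loss baseline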
# HUVEC tox TNFa: toxic to HUVEC cells under TNF alpha stimulation. cell count reduction, % at 2 µM. HUVEC TNFalpha-stimulated, Hoechst cell count, imaging. actives 0.17% (n = 93,000);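 active = cell count reduction exceeding the screen mean by over 5 SD, scaled to untreated wells per plate, cut at about 78% in these data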;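 also: cells counted after 24 h of TNF alpha exposure following the 1 h pretreatment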
# Candida biofilm: kills Candida albicans biofilms; AID 834; actives 0.14% (n = 85,000); C. albicans biofilm + clotrimazole, Alamar Blue; inhibition, % at 6 µM;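 active = inhibition above 20%; inactive = inhibition below 20%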;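 also: preformed 24 hr biofilms exposed to compound for 48 hr; 0% = biofilm without compound and 100% = blank killed by clotrimazole plus chlorhexidine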
# * hit, by the source's call; / = not tested or not shown; [ ] = remark or other dose. A portion of the library; the hit share may differ from the screen's.
# Start of the listing, in advance:
SMILES,Smad3 inh,sEH inhibitor,ERb coact inh,sEH activator,cytoskel mod,VCAM1 TNFa inh,IL1B cytotox,HUVEC tox TNFa,Candida biofilm
CC1(C)CC(=O)C2=C(C1)OC(N)=C(C#N)C2CCc1ccccc1 (stereo unspecified),-2,-6,-10[fluorescence artefact?],6,4,37,5,3,-1
CCCCOC(=O)Nc1ccc(C)c(Cl)c1,4,-6,-2,5,-11,-3,91*,-9,3

# Main list, previewed entries included:
SMILES,Smad3 inh,sEH inhibitor,ERb coact inh,sEH activator,cytoskel mod,VCAM1 TNFa inh,IL1B cytotox,HUVEC tox TNFa,Candida biofilm
CC1(C)CC(=O)C2=C(C1)OC(N)=C(C#N)C2CCc1ccccc1 (stereo unspecified),-2,-6,-10[fluorescence artefact?],6,4,37,5,3,-1
CCCCOC(=O)Nc1ccc(C)c(Cl)c1,4,-6,-2,5,-11,-3,91*,-9,3
CCCc1nc2n[nH]c(N)c2c2c1CCCC2,3,11,4[fluorescence artefact?],-12,0,-5,-46,-4,6
Cc1cc2nnc(SC3CCCCN(C(=O)c4ccc(F)cc4)C3=O)n2c2ccccc12 (stereo unspecified),-5,0,3,-1,-12,-12,-137,-3,8
Nc1cc(OC(=O)c2cccs2)nn1S(=O)(=O)c1ccc(F)cc1,3,1,22,-2,-25,6,-5,-2,-5
CCn1c(-c2ccccc2)c(C(=O)O)c2ccccc21,/,-6,/,6,-20,-2,34,23,/
NNC(=O)C1=NOC(CNc2ncc(C(F)(F)F)cc2Cl)C1 (stereo unspecified),6,4,-8,-7,15,-4,-1,-16,8
Cc1ccc(C(=O)N2CCN(c3ncccn3)CC2)o1,-10,10,24[fluorescence artefact?],-7,-10,8,-17,-6,8
CSc1ccc(C#N)cc1NC(=O)c1cccc(Cl)c1,/,46,/,-46,3,8,-4,-22,/
CC(C)CN(C(=O)COC(=O)Cc1c[nH]c2ccccc12)C1CCS(=O)(=O)C1 (stereo unspecified),-5,-9,4[fluorescence artefact?],9,41,-4,16,-25,2
Cc1ccsc1C(C(=O)NC1CCCCC1)N(C(=O)c1csnn1)C1CC1 (stereo unspecified),-15[fluorescence artefact?],-19,9,20,-19,3,0,7,6
COc1ccc(N2CCN(S(=O)(=O)c3ccc(OC)cc3)CC2)cc1,-3,-3,-1,6,-1,11,9,-26,5
CC1(C)CC(=O)C2=C(C1)Oc1ncn(CCO)c(=N)c1C2c1ccccc1 (stereo unspecified),7,8,5,-9,-6,-3,6,12,8
CCCCNC(=O)c1ccccc1NS(=O)(=O)c1ccc2c(c1)OCCO2,5,-20,10,14,-14,3,-103,-10,2
CCc1ccc(CN2CCN(C(=O)c3cccc(OC)c3OC)CC2)cc1,3,25,-3,-20,-9,10,-22,-22,7
CCC(OC(=O)CCc1nc2ccccc2[nH]c1=O)C(=O)c1ccccc1 (stereo unspecified),-6,-13,9,15,10,-6,22,2,-1
COc1ccc(OCC(=O)N2CCN(C(=O)c3cccc4ccccc34)CC2)cc1,5,-20,-2,21,5,20,-12,-12,4
CCCCC(=O)NC1(C(F)(F)F)C(=O)N(Cc2ccco2)C(C)=C1C(=O)OC (stereo unspecified),-9,-8,-6,11,5,1,3,-26,6
CCC(C)NC(=O)C(NS(=O)(=O)c1ccc2c(c1)c(=O)n(C)c(=O)n2C)c1ccccc1 (stereo unspecified),2,7,3,-8,14,17,-30,-20,10
Cc1ccc(OCCCCn2ccnc2)c(Cl)c1,-8,6,10,-8,17,-7,-12,-18,/
O=[N+]([O-])c1cc(C(F)(F)F)ccc1Sc1nccn1Cc1ccccc1,/,10,/,-8,-58,17,-12,18,/
O=C(NCCN1CCN(c2ccccc2)CC1)c1ccc(NC(=O)C2CCCO2)cc1 (stereo unspecified),-11,0,12[fluorescence artefact?],0,7,14,6,8,2
CCOC(=O)Cc1csc(NC(=O)c2csc(C)c2)n1,9,7,-12,-6,-3,11,-35,-15,10
CCC(=O)Nc1cc(C(=O)OC(C(=O)c2ccc(C)c(C)c2)c2ccccc2)ccc1C (stereo unspecified),/,8,/,-10,13,18,-103,5,/
COc1cccc(OCc2nnc(SCC(=O)NCc3ccco3)n2CCc2ccccc2)c1,3,3,44,-5,-21,9,5,9,9
CCOC(=O)c1ccc(NC(=O)c2nn(C)cc2Br)cc1,-1,-2,4[fluorescence artefact?],4,-13,15,-6,-16,1
CCOc1ccc(Cl)cc1S(=O)(=O)NCc1cccnc1,-5,-15,4,17,20,-3,9,-15,5
COc1cccc(NC(=O)Cc2nnc(SCC(=O)c3ccccc3)n2C)c1,-10,50,-4[fluorescence artefact?],-49,-5,18,5,4,6
CCCCn1c(SCc2nnc(-c3ccccc3)o2)nc2c1c(=O)n(C)c(=O)n2C,1,9,4,-10,4,4,-14,-21,3
Cc1ccc(SCCCCN2C(=O)NC(C)(C)C2=O)cc1,-13,-2,11[fluorescence artefact?],7,10,-34,21,/,-1

# A portion from further up, for reference:
SMILES,Smad3 inh,sEH inhibitor,ERb coact inh,sEH activator,cytoskel mod,VCAM1 TNFa inh,IL1B cytotox,HUVEC tox TNFa,Candida biofilm
Cc1cc2nnc(SC3CCCCN(C(=O)c4ccc(F)cc4)C3=O)n2c2ccccc12 (stereo unspecified),-5,0,3,-1,-12,-12,-137,-3,8
Nc1cc(OC(=O)c2cccs2)nn1S(=O)(=O)c1ccc(F)cc1,3,1,22,-2,-25,6,-5,-2,-5
CCn1c(-c2ccccc2)c(C(=O)O)c2ccccc21,/,-6,/,6,-20,-2,34,23,/
NNC(=O)C1=NOC(CNc2ncc(C(F)(F)F)cc2Cl)C1 (stereo unspecified),6,4,-8,-7,15,-4,-1,-16,8
Cc1ccc(C(=O)N2CCN(c3ncccn3)CC2)o1,-10,10,24[fluorescence artefact?],-7,-10,8,-17,-6,8
CSc1ccc(C#N)cc1NC(=O)c1cccc(Cl)c1,/,46,/,-46,3,8,-4,-22,/
CC(C)CN(C(=O)COC(=O)Cc1c[nH]c2ccccc12)C1CCS(=O)(=O)C1 (stereo unspecified),-5,-9,4[fluorescence artefact?],9,41,-4,16,-25,2
Cc1ccsc1C(C(=O)NC1CCCCC1)N(C(=O)c1csnn1)C1CC1 (stereo unspecified),-15[fluorescence artefact?],-19,9,20,-19,3,0,7,6
COc1ccc(N2CCN(S(=O)(=O)c3ccc(OC)cc3)CC2)cc1,-3,-3,-1,6,-1,11,9,-26,5
CC1(C)CC(=O)C2=C(C1)Oc1ncn(CCO)c(=N)c1C2c1ccccc1 (stereo unspecified),7,8,5,-9,-6,-3,6,12,8
CCCCNC(=O)c1ccccc1NS(=O)(=O)c1ccc2c(c1)OCCO2,5,-20,10,14,-14,3,-103,-10,2
CCc1ccc(CN2CCN(C(=O)c3cccc(OC)c3OC)CC2)cc1,3,25,-3,-20,-9,10,-22,-22,7
CCC(OC(=O)CCc1nc2ccccc2[nH]c1=O)C(=O)c1ccccc1 (stereo unspecified),-6,-13,9,15,10,-6,22,2,-1

# More results:
SMILES,Smad3 inh,sEH inhibitor,ERb coact inh,sEH activator,cytoskel mod,VCAM1 TNFa inh,IL1B cytotox,HUVEC tox TNFa,Candida biofilm
CCn1nc(C)c(NC(=O)CSc2nnc(-c3ccco3)n2C)c1C,4,-2,2,4,9,3,18,-19,11
Cn1c(=O)[nH]c(=O)c2c1nc(N1CCCCC1)n2CCSc1nc2ccccc2o1,-11,2,7,-3,6,-12,-4,11,5
CCOC(=O)c1ccc(N2C(=O)C(O)=C(C(C)=O)C2c2ccccn2)cc1 (stereo unspecified),17,0,15[fluorescence artefact?],-1,11,-27,27,1,1
CCOc1cc(-n2ncc(C#N)c2N)nc(SC)n1,-9,3,48[fluorescence artefact?],-1,4,7,-50,-19,6
C=CCN1C(=O)NC2(O)C(=O)c3ccccc3C12O (stereo unspecified),0,0,-10,4,10,-1,-4,-3,7
CCCOc1ccc2c3c(c(=O)oc2c1OCCC)CCCC3,4,-2,10,1,-6,-6,-16,-10,3
O=S(=O)(NCc1ccco1)N1CCCCCC1,4[fluorescence artefact?],2,-9,3,-9,9,-23,-7,4
CC1Sc2ccccc2N(CC(=O)N(C(C)C)C(C)C)C1=O (stereo unspecified),-2,-2,-16,4,0,-3,-12,4,0
COCc1nnc(NS(=O)(=O)c2ccc([N+](=O)[O-])cc2)s1,11,-8,-33,6,-16,-12,5,5,-2
CN1CC(c2ccccc2)C2(SC(=S)N(Cc3ccco3)C2=O)C12C(=O)Nc1ccccc12 (stereo unspecified),1,7,1,-5,13,6,-1,-17,-2
COc1ccccc1N=c1sc2ccccc2n1C,/,3,/,0,-2,-17,-5,-25,/
CC(C)NC(=O)c1n[nH]c(=O)c2ccccc12,1,8,1[fluorescence artefact?],-6,/,28,-46,-21,0
COC(=O)Cn1nc(-c2ccccc2)n(-c2ccccc2)c1=S,5,0,-2,-2,10,10,-6,-18,6
CCC(=O)Nc1nnc(CSCc2ccccc2)s1,-17,12,-6,-13,-12,-3,-14,-4,0
O=C(NC1CCCCC1)C(c1ccc(Cl)cc1)N1CCC2(CC1)OCCO2 (stereo unspecified),0,-6,1,6,-5,-4,3,1,2
COc1cccc(/C=N/NC(=O)c2ccccc2N(Cc2ccccc2)S(=O)(=O)c2ccccc2)c1OC,/,-6,/,7,12,-18,12,18,/
Cc1ccc(OC(=S)Nc2ccc(F)cc2)cc1,2,2,-3,-2,4,15,-25,-11,6
COc1ccccc1CNC(=O)CCNC(=O)Cn1ccc2ccccc2c1=O,/,-2,/,5,-6,8,10,18,/
COC(=O)c1ccc(CSc2n[nH]c(=S)s2)o1,/,10,/,-9,-18,8,8,-10,/
Cn1nnnc1SCC(=O)c1c(N)n(C)c(=O)n(C)c1=O,-3,3,1,1,32,1,-27,-35,7
Cc1cc(C)nc(Sc2c(C)n[nH]c2C)n1,3[fluorescence artefact?],11,-1,-11,18,-12,6,-20,10
COc1cc(C(=O)N2CCCC(c3nc(-c4cccs4)no3)C2)cc(OC)c1OC (stereo unspecified),-1,-5,-5,10,7,-9,-26,-10,5
Cc1cc(NC(=O)CSc2nnc(-c3ccoc3C)o2)no1,-1,5,-7,-5,-1,-16,-17,-8,11
O=C(NCc1ccco1)C1CC(c2c(Cl)cccc2Cl)=NO1 (stereo unspecified),/,0,/,-2,7,2,-83,-28,/
COC(=O)c1ccc(C(=O)OC)c(N)c1,6,2,0[fluorescence artefact?],-3,10,10,-16,-21,4
NC(=O)c1oc2ccc(Cl)cc2c1NC(=O)CN1CCOCC1,0,-12,-6,11,-6,-10,-11,-7,8
O=C(NCCC1=CCCCC1)C1CC(=O)N(C2CCCCC2)C1 (stereo unspecified),7,-12,4,11,22,8,27,-1,3
O=C(Nc1ccccc1)c1cccc(-c2nnc(-c3ccccc3)o2)c1,-36[fluorescence artefact?],27,20[fluorescence artefact?],-24,-6,-4,-28,-9,-5
COc1ccc(OCc2nn3c(-c4cccc(OC)c4)nnc3s2)cc1,0,-2,14,4,/,12,-9,-70,-1
CCOC(=O)C(C)Sc1nnc(Cn2c(=O)sc3ccccc32)n1-c1ccccc1 (stereo unspecified),-1,2,-1,-3,-1,5,-59,-9,14
O=C(O)CCN1C(=O)c2ccccc2C1=O,-3,-3,0,1,3,14,-18,-1,-2
CCCS(=O)(=O)N1CCC(C(=O)NCCCOCC)CC1,-3,/,-4,/,-10,-17,-11,11,5
c1csc(CCNc2ncnc3sc4c(c23)CCC4)c1,9,14,-2,-10,1,19,-4,-4,0

# Screens from PubChem.
